# From PubChem
# mIAP activ – mouse IAP activation | muIAP, CDP-Star luminescence, 30 min; hits give high values; 1 = vehicle-only enzyme signal, 0 = enzyme-free wells | activation factor at 10 µM | hit rate 0.24% among 330,000;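 active = activation factor of at least 2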; note: the source names both 10 and 20 µM as test concentration; values of inactives mirror those of a sister screen read the other way
#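 Assay system: mouse IAP enzyme; reagent: chemiluminescent substrate CDP-Star; dosing: test compounds delivered from DMSO solution; schedule: 30 min at room temperature; measured by: luminescence from enzymatic CDP-Star hydrolysis; controls: DMSO-only wells and no-enzyme negative control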
# MIN6 prolif – induces beta-cell replication in MIN6 cells | MIN6 cells proliferation, ATPlite luminescence, 48 h; cells starved in 0.2% serum; 100% = growth in 10% serum | proliferation, % at 10 µM | hit rate 0.29% among 330,000;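 active = compounds whose signal lies at least 3.5 SD above the mean of all wells on their plate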;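 note: 0% = DMSO-treated cells in low-serum medium and 100% = 10% serum control; some compounds called inactive have numbers as strong as hits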
# hIAP block – blocks human intestinal alkaline phosphatase. purified IAP, CDP-Star luminescence, 30 min. inhibition, % at 10 µM. hit rate 0.12% among 330,000. AID 2544;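 active = inhibition reaching a set limit with compound at 10 µM in the primary screen, cut at about 35% in these data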;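 note: plate controls were DMSO wells with enzyme for no effect and no-enzyme buffer wells for full effect; values of inactives mirror those of a sister screen read the other way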
# mIAP inh – mouse IAP inhibition. purified mouse IAP, CDP-Star luminescence, 30 min. inhibition, % at 10 µM. hit rate 0.2% among 330,000;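 active = inhibition of at least 40% at 10 µM in the primary screen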;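 note: plate controls were DMSO with enzyme for no effect and no enzyme wells for full effect; values of inactives mirror those of a sister screen read the other way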
# tim10-1 inh – tim10-1 yeast growth inhibition. hit rate 2.2% among 330,000. inhibition, % at 20 µM. AID 463190. S. cerevisiae tim10-1 ts strain growth, BacTiter-Glo, 24 h;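 active = inhibition of at least 40%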;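 note: mutant grown at 25 °C; 0% = DMSO wells with yeast and 100% = wells holding no yeast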
# NLRP3 yeast inh – inhibitors of NALP3 inflammasome in yeast; AID 2825; inhibition, % at 10 µM; hit rate 0.39% among 330,000; Yeast reconstituted NLRP3/ASC/caspase-1, beta-gal luminescence, 24 h;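 active = inhibition of 50% or more; inactive = inhibition below 50%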;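 note: plate controls were induced DMSO wells for no effect and uninduced yeast grown without galactose for full effect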
# A3G deaminase – APOBEC3G (human) deaminase inhibition. hit rate 0.28% among 330,000. AID 493012. inhibition, % at 20 µM. recombinant A3G, ssDNA deamination FAM/TAMRA fluorescence;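 active = inhibition of at least 40% at 20 µM, with no more than 30% in the related APOBEC3A deaminase screen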;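 note: plate controls were DMSO wells with A3G for no effect and wells lacking A3G enzyme for full effect; some compounds called inactive have numbers as strong as hits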
# Target sequence (Q9HC16 whole entry, looked up): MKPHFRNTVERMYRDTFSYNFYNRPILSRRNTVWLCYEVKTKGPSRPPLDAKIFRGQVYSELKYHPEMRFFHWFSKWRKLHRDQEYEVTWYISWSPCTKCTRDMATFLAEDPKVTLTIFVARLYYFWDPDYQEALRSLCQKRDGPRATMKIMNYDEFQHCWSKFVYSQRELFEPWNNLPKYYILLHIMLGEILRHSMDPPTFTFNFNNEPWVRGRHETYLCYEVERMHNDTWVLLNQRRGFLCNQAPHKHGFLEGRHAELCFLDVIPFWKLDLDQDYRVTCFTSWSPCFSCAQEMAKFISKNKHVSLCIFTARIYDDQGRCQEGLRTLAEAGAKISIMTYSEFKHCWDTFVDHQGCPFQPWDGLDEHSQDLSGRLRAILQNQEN
# TIM10 inh – inhibits growth of TIM10 yeast strain. S. cerevisiae TIM10 strain growth, BacTiter-Glo luminescence, 24 h. inhibition, % at 10 µM. hit rate 1.4% among 330,000. AID 463195;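 active = inhibition of 40% or more at the single tested concentration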;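 note: wild-type TIM10 isogenic control strain grown at permissive 25 °C; 0% = DMSO yeast wells and 100% = minimal medium wells without yeast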
# A3A deaminase – inhibitors of human APOBEC3A DNA deaminase | P31941 | recombinant A3A, FAM/TAMRA ssDNA deamination fluorescence | inhibition, % at 20 µM | hit rate 0.41% among 330,000 | AID 493011;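 active = at least 40% inhibition at 20 µM here, with at most 30% in a related deaminase screen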;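 note: plate controls were A3A with DMSO for no effect and wells lacking A3A enzyme for full effect; some results filed as inactive read as strong as hits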
# Target sequence (P31941 whole entry, looked up): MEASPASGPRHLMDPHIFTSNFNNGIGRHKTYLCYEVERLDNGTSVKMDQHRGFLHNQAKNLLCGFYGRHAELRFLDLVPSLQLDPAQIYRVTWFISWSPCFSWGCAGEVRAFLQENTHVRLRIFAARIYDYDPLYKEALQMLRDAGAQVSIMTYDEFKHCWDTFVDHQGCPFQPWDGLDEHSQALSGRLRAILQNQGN
# An asterisk follows results filed as active. Compounds as they come; overall some 4.6% were active at least once.
SMILES,mIAP activ,MIN6 prolif,hIAP block,mIAP inh,tim10-1 inh,NLRP3 yeast inh,A3G deaminase,TIM10 inh,A3A deaminase
Cc1nnc2ccc(N3CCCC3)nn12,0.933,1.2,7.1,6.7,-1.7,8.3,-1.6,2.8,1.1
O=C(C[n+]1ccc(Cc2ccccc2)cc1)Nc1ccccc1,1.03,-0.7,-9.4,-2.6,9.1,30.1,-4.8,15.6,-2.4
COc1ccccc1CNS(=O)(=O)N(C)C,0.909,-3.5,-0.3,9.1,15.2,4.4,13.2,3.4,-0.9
Cc1oc(C(C)(C)C)cc1C(=O)Nc1cccc(/C=C\C(=O)O)c1,0.96,0.0,1.1,4.0,10.8,12.6,-11.3,0.1,-4.3
CCOC(=O)/C(C(N)=NC)=C(\O)c1ccccc1,1.12,-2.4,5.8,-11.7,9.8,17.8,-8.4,2.5,-3.9
CC(C)n1cnnc1SCC(=O)Nc1cccnc1Cl,1.04,1.2,-5.4,-4.0,-8.0,7.6,-5.9,2.2,11.7
CC(C)(C)n1cnc2cc(NCc3ccccc3O)ccc21,1.05,-0.5,7.6,-5.5,6.3,11.7,-8.0,6.8,-3.3
COc1cccc2cc(C(C)N(CCCN3CCOCC3)C(=S)Nc3ccc(C)c(C)c3)oc12 (stereo not drawn),1.02,-3.5,-6.8,-1.7,11.3,5.0,-0.7,-16.1,2.9
CCCn1nc(-c2ccccc2)c2nc3ccccc3nc21,1.05,-2.7,1.5,-5.4,2.2,0.6,-5.8,5.7,-2.7
COc1ccc(OC)c(-c2cc(C(=O)Nc3c(C)nn(Cc4ccccc4)c3C)no2)c1,0.958,0.7,2.6,4.2,41.1*,8.7,-3.7,25.3,-1.8
Cc1cc(C)n(CC(=O)NC2C(=O)N3C(C(=O)O)=C(CSc4nnc(C)s4)CSC23)n1 (stereo not drawn),0.966,0.1,-0.7,3.4,-1.9,26.6,1.8,12.4,9.2
C/C(CC(=O)N1CCN(C=O)CC1)=N\NC(=O)c1ccc(Br)cc1,1.01,-1.2,4.3,-1.5,2.8,-5.4,-3.0,-2.8,-0.8
O=C(COC(=O)c1cccc([N+](=O)[O-])c1)NCc1ccc2c(c1)OCO2,1.07,-2.1,-10.6,-7.5,26.8,5.5,-5.0,-8.4,2.8
COc1ccc(OC)c(C2=NOC(C(=O)Nc3cc(C)nn3-c3ccccc3)C2)c1 (stereo not drawn),1,-0.4,7.8,0.0,33.9,8.9,-1.5,7.3,0.0
O=C(NCC1CCCCC1)c1cc([N+](=O)[O-])ccc1Cl,1.02,-1.3,4.6,-2.5,-16.1,4.7,-9.4,1.4,-1.5
Nc1ccc(Sc2cc(Cl)nc(N)n2)cc1,1.28,-0.9,-41.9,-28.1,11.7,20.1,2.2,-6.1,-8.2
Cc1cc(NC(=O)NN2CCOCC2)nn1-c1c(Cl)cccc1Cl,1.08,-2.2,-1.5,-8.1,-4.8,-6.8,-7.4,-12.3,-6.7
CCc1ccc2[nH]c(=O)c(CN(CCN(CC)CC)C(=O)NC3CCCCC3)cc2c1,0.964,-3.4,-1.5,3.6,11.9,0.3,-1.1,10.4,0.1
CCN=C1S/C(=C\c2ccc(-c3cccc(C(=O)O)c3)o2)C(=O)N1CC,0.826,0.8,0.4,17.4,25.9,2.7,-2.1,6.3,6.0
Cc1cccc(C)c1NC(=O)C(c1ccccc1)N1CCOCC1 (stereo not drawn),1.05,-2.8,3.9,-4.9,12.8,6.2,-4.8,12.6,-5.0

# 5 entries from above, sorted by molar mass, rising.
SMILES,mIAP activ,MIN6 prolif,hIAP block,mIAP inh,tim10-1 inh,NLRP3 yeast inh,A3G deaminase,TIM10 inh,A3A deaminase
CC(C)n1cnnc1SCC(=O)Nc1cccnc1Cl,1.04,1.2,-5.4,-4.0,-8.0,7.6,-5.9,2.2,11.7
Cc1cccc(C)c1NC(=O)C(c1ccccc1)N1CCOCC1 (stereo not drawn),1.05,-2.8,3.9,-4.9,12.8,6.2,-4.8,12.6,-5.0
CCN=C1S/C(=C\c2ccc(-c3cccc(C(=O)O)c3)o2)C(=O)N1CC,0.826,0.8,0.4,17.4,25.9,2.7,-2.1,6.3,6.0
C/C(CC(=O)N1CCN(C=O)CC1)=N\NC(=O)c1ccc(Br)cc1,1.01,-1.2,4.3,-1.5,2.8,-5.4,-3.0,-2.8,-0.8
CCc1ccc2[nH]c(=O)c(CN(CCN(CC)CC)C(=O)NC3CCCCC3)cc2c1,0.964,-3.4,-1.5,3.6,11.9,0.3,-1.1,10.4,0.1

# Next part.
SMILES,mIAP activ,MIN6 prolif,hIAP block,mIAP inh,tim10-1 inh,NLRP3 yeast inh,A3G deaminase,TIM10 inh,A3A deaminase
CCCCC1(C)NC(=O)N(CC(=O)Nc2ccc(Cl)cc2C)C1=O (stereo not drawn),1.02,2.9,-2.0,-1.7,4.0,15.0,20.8,1.9,4.6
Cc1cc(Cl)ccc1NC(=O)CN1C(=O)NC2(CCCC2)C1=O,1.02,-4.6,-1.2,-2.1,6.5,9.4,-6.5,-7.9,-0.5
O=C(Nc1ccc2c(c1)OCO2)C(c1ccccc1)N1CCCCC1 (stereo not drawn),1.11,0.9,17.9,-10.8,16.7,13.4,-6.9,26.5,-4.6
O=C1Nc2ccccc2N=C(c2ccccc2)C1N1CCOCC1 (stereo not drawn),0.982,-2.2,-8.0,1.8,33.2,5.4,-6.7,-10.9,-4.0
COc1ccc(C(=O)Nc2ccc3c(c2)nc2n3CCSC2)cc1,0.942,-2.3,-8.2,5.8,10.5,11.7,1.4,50.9*,0.3
COc1ccc(NC2CCCN(C(=O)CSc3ccncc3)C2)cc1 (stereo not drawn),1.07,-2.8,9.4,-7.2,-3.0,3.8,1.1,-11.3,1.0
COc1ccccc1OCc1ccc(C(=O)n2nc(C)c(Cl)c2C)o1,1.06,-4.7,-8.6,-5.6,18.5,28.1,0.3,13.6,3.8
C/C(=N\NC(=O)c1ccccc1F)c1cccc(NC(=O)c2ccc(C)cc2)c1,0.983,-6.0,-3.7,1.7,-4.6,14.2,-9.5,-1.0,1.8
O=C(CNCCO)N1N=C(c2cccs2)CC1c1cccs1 (stereo not drawn),1.03,-1.0,1.8,-3.1,25.1,-1.3,3.7,20.9,-0.5
COc1ccc(C(=O)NC2CC2)cc1OC1CCN(Cc2cnn(C)c2)CC1,0.961,-4.7,-14.4,3.9,-21.3,16.8,-7.6,1.0,1.6
Cc1occc1C(=O)NNC(=O)c1cccc(F)c1,1.05,-3.7,0.0,-4.9,-10.9,9.0,-4.9,-10.8,-1.1
Cc1ccc(C(C(=O)NCc2ccc(F)cc2)N(CCCO)C(=O)C2COc3ccccc3O2)o1 (stereo not drawn),1.02,3.1,-6.5,-2.2,21.0,-4.7,-3.3,6.5,-0.9
O=C(Nc1nnc(S(=O)(=O)N2CCOCC2)s1)c1cccc(F)c1,0.961,0.7,5.2,3.9,-6.0,-2.1,-6.3,2.0,-4.8
CN(C)C(=O)c1cccn1-c1ncc(C(F)(F)F)cc1Cl,0.984,-2.9,1.6,1.6,6.1,6.2,-4.0,-9.3,1.5
O=C(O)CC(C(=O)O)N1C(=O)/C(=C/c2ccc(-c3nc4ccccc4s3)o2)SC1=S (stereo not drawn),0.366,2.0,5.8,63.4*,13.3,-4.9,95.0,11.3,98.5
O=C(Nc1ccc(F)cc1)C1CCCN(S(=O)(=O)c2cccc3nonc23)C1 (stereo not drawn),0.948,-0.9,-3.0,5.2,13.0,1.1,-0.9,-5.9,-2.7
Cn1c(SCn2nnc3ccccc3c2=O)nc2ccccc2c1=O,1.09,-3.0,3.8,-8.9,15.4,8.5,-2.9,-4.2,2.7
COc1cccc2cc(C(=O)C3=C(O)C(=O)N(CCN4CCOCC4)C3c3cccc(Cl)c3)oc12 (stereo not drawn),0.96,-6.1,-5.0,4.0,10.2,12.2,-4.9,9.8,-3.8
Cc1ccc(S(=O)(=O)N2CCC(C(=O)OCC(=O)N(CC(C)C)C3CCS(=O)(=O)C3)CC2)cc1C (stereo not drawn),0.985,-0.7,13.0,1.5,-7.8,5.5,-7.4,-1.1,-0.1
CC(=O)N1CCc2cc(S(=O)(=O)NCCC(=O)N3CCc4ccccc4C3)ccc21,0.973,-1.1,-0.4,2.7,18.5,4.4,-3.4,7.8,-2.7
CCN(c1ccccc1)S(=O)(=O)c1ccc(C(=O)Nc2ncccc2C)cc1,0.952,1.5,8.7,4.8,10.6,7.2,-3.0,3.1,-2.1
O=C(CCS(=O)(=O)Cc1ccccc1)Nc1nncs1,0.923,0.2,-17.8,7.7,-16.3,29.2,-9.8,12.4,-4.3
CCCOc1ccc(C2c3c(oc4ccccc4c3=O)C(=O)N2CCCN2CCOCC2)cc1 (stereo not drawn),1.04,-4.5,4.4,-3.9,13.8,14.8,-0.8,24.1,0.7
Cc1cccc(-n2c(Cc3cc(=O)[nH]c(=O)[nH]3)nnc2SCC(=O)N2CCc3ccccc32)c1,1.03,6.0,-10.8,-3.3,-22.0,9.7,-4.4,1.5,1.7
CN(C)CC(C)(C)CNc1ccc(S(=O)(=O)N2CCCC2)cn1,1.08,0.5,-6.7,-8.4,-12.0,5.9,-4.8,-6.8,-1.5
CCOc1cccc(C(=O)Nc2nccs2)c1,0.91,0.0,-0.2,9.0,8.1,36.4,-0.3,38.2,2.8
CCCCCn1c(SCC(=O)CC(=O)OCC)nc2cc(C(=O)N3CCC(C(N)=O)CC3)ccc2c1=O,0.854,-1.6,0.1,14.6,15.9,5.4,-1.8,1.0,2.2
O=S(=O)(Cc1ccccc1)C1CCCCC1O (stereo not drawn),0.985,2.6,6.8,1.5,-17.9,2.5,1.4,-1.0,3.0
CCC(=O)Nc1c2c(nn1-c1ccc(C)cc1C)CSC2,1.07,-2.6,5.4,-7.0,13.4,5.5,-5.2,13.2,1.4
O=c1ccc(-c2ccc(S(=O)(=O)Nc3ccccc3)o2)n[nH]1,0.953,0.3,-13.9,4.7,-3.6,5.6,-4.5,-4.9,-4.8
C=CCN1C(=O)N/C(=C/c2ccccc2OCC(=O)Nc2ccc(F)cc2)C1=O,0.936,-1.7,-4.5,6.4,3.5,-1.1,-7.1,10.6,-0.5
CC(=O)Nc1ccc(NC(=O)c2ccccc2CCc2ccccc2)cc1,0.939,-2.9,6.3,6.1,8.0,11.0,-7.1,2.3,1.6
COC(=O)c1ccc(NC(=O)CSc2nnc(COc3ccccc3)n2C)cc1,1.07,-1.6,2.2,-6.7,7.9,4.1,-1.0,-6.8,1.4
CCN(Cc1ccccc1)Cc1c(F)cccc1F,1.02,-2.9,-12.9,-2.3,10.3,16.9,-4.1,-10.8,-3.2
CSc1ccccc1NC(=O)c1ccc(Br)o1,1.05,2.7,18.8,-5.1,7.5,-0.7,-3.6,10.5,-0.6
CCc1cccc2c1NC(=O)C2(O)CC(=O)c1cccs1 (stereo not drawn),0.932,-1.4,17.3,6.8,3.4,15.6,-5.7,0.8,-0.1
COc1cccc(NC(=O)c2oc3ccccc3c2NC(=O)C2CC2)c1,0.929,2.3,5.0,7.1,38.0,-13.1,-5.1,31.0,-2.1
NS(=O)(=O)c1ccc(NC(=O)COC(=O)Cc2c[nH]c3ccccc23)cc1,1.08,-0.8,-15.3,-8.4,13.4,10.4,-0.7,-2.5,-0.6
O=c1c2c3c(sc2n2cnnc2n1CCc1ccccc1)CCCC3,1.06,3.1,-15.5,-6.4,12.8,18.6,0.1,6.0,2.2
O=C(NC1(c2ccccc2)CC1)C1CCC(=O)N(Cc2ccc(Cl)cc2)C1 (stereo not drawn),0.962,1.0,2.8,3.8,-12.8,11.9,-7.4,2.3,-5.1
